# Pin1 inh: qHTS Assay to Find Inhibitors of Pin1; Pin1 FP peptide displacement, HiFluor488, 10 min; Peptidyl-prolyl cis-trans isomerase NIMA-interacting 1 (Homo sapiens), Q13526; 0.009% of 390,000 active; Potency, µM (titrated, usually from 115 µM), inactives show top-dose activity, negative = inhibition, most hits filed as inhibitors; AID 504891, 2011; active means well fitted inhibition curve with a large enough effect in the polarisation, with a control signal flat, not every such curve was filed as active; inconclusive means small, poorly fitted or top-dose-only effect, or effect the other way, or a change in a side signal; inactive means no such curve, though single readings can be large or run the other way; the % refers to the polarisation; further: potency means the concentration at half of the fitted maximal effect; on the % scale 0 is the no-effect control and ±100 the full control effect
# Target sequence (Q13526 whole entry, looked up): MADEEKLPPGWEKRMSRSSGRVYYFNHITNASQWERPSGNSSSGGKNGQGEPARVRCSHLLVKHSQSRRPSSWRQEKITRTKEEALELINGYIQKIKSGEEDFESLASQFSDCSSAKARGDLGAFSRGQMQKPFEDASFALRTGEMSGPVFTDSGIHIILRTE
# TrxR1 inh: qHTS Assay for Inhibitors of Mammalian Selenoprotein Thioredoxin Reductase 1 (TrxR1): qHTS; Thioredoxin reductase 1, cytoplasmic (Rattus norvegicus), O89049; AID 588453, 2011; 1% of 390,000 active; recombinant rTrxR1, NADPH fluorescence consumption, selenite substrate; Potency, µM (series often up to 114 µM), inactives show top-dose activity change, negative = inhibition, hits mostly inhibitors; further: potency means the concentration at half of the fitted maximal effect; on the % scale 0 is the no-effect control and ±100 the full control effect; nearly all actives have a fitted effect of over 65% in size
#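 Rat TrxR1 (90 nM in the dispensed reagent) was pre-reduced with 400 uM NADPH for 5 min at room temperature, then incubated with compound for 15 min. After 400 uM selenite was added, NADPH fluorescence (Ex 340/Em 450 nm) was followed for 8 min.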
# TrxR1 substrate: qHTS Assay for Substrates of Mammalian Selenoprotein Thioredoxin Reductase 1 (TrxR1): qHTS; purified TrxR1 substrate turnover, NADPH consumption readout; Potency, µM (titrated, usually from 114 µM), for inactives: at the highest dose activity change, negative = substrate turnover; 0.01% of 390,000 active; AID 588456, 2011; Thioredoxin reductase 1, cytoplasmic (Rattus norvegicus), O89049; further: potency means the concentration at half of the fitted maximal effect; on the % scale 0 is the no-effect control and ±100 the full control effect; nearly all actives have a fitted effect of over 50% in size
#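 Rat TrxR1, dispensed at 90 nM, was prereduced with 400 uM NADPH (final) for 5 min at ~22 deg C, then incubated with compound 15 min before 400 uM selenite. A first-read NADPH fluorescence drop versus no-compound background flagged substrates.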
# TRHR agonist: qHTS for Small Molecule Agonists and Allosteric Enhancers of Human TRH Receptor: Primary Screen for Agonists. 0.18% of 360,000 active. AID 493084, 2011. TRHR cells, calcium flux fluo-8, FDSS agonist mode. Thyrotropin-releasing hormone receptor (Homo sapiens), P34981. activation, % at 2 µM; in the data active means activation above about 30%; further: 0% is about no effect
#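 TRHR-expressing cells loaded with fluo-8 calcium dye; 23 nL library compound pin-transferred, kinetic FDSS fluorescence (Ex 480/Em 530) recorded about 180 s for agonist-induced calcium release, before a 10 nM TRH EC20 addition for potentiator mode.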
# mIDH1 inhibitor: qHTS for Inhibitors of mutant isocitrate dehydrogenase 1 (IDH1): qHTS; Potency, µM (top dose mostly 76.6 µM), for inactives: top-dose activity change, negative = inhibition, hits mostly inhibitors; IDH1-R132H enzyme, NADPH consumption, diaphorase/resazurin fluorescence; 0.093% of 390,000 active; AID 602179, 2012; further: potency means the concentration at half of the fitted maximal effect; on the % scale 0 is the no-effect control and ±100 the full control effect; nearly all actives have a fitted effect of over 65% in size
#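 IDH1-R132H (0.5 ug/mL dispensed) in pH 7.5 Tris buffer was preincubated 30 min with compound, then given a substrate mix of 0.016 mM NADPH and 2 mM alpha-KG for 80 min at room temperature; remaining NADPH was read by diaphorase/resazurin fluorescence.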
# TRHR PAM: qHTS for Small Molecule Agonists and Allosteric Enhancers of Human TRH Receptor: Primary Screen for Enhancers; Thyrotropin-releasing hormone receptor (Homo sapiens), P34981; TRHR cells, fluo-8 calcium fluorescence, EC20 TRH enhancement; enhancement, % at 2 µM; 0.66% of 360,000 active; AID 493056, 2011; in the data active means enhancement above about 30%; further: 0% is about no effect
#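 TRHR-expressing cells loaded with fluo-8 calcium dye were read kinetically (ex 480/em 530) during compound addition, then stimulated with an EC20 of TRH (10 nM final). Enhancement of the Gq-mediated intracellular calcium response was scored.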
# D2 antag: HTS Assay for Allosteric Antagonists of the Human D2 Dopamine Receptor: Primary Screen for Antagonists; D(2) dopamine receptor (Homo sapiens), P14416; HEK293 TREx D2 cells, calcium flux, dopamine EC80; inhibition, % at 10 µM; 2% of 340,000 active; AID 485344, 2010; in the data active means inhibition above about 30%; further: 0% is about no effect
#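 Measurement of antagonist activity uses fluorescent calcium dye in inducible HEK293 T-REx D2 cells: 10 s baseline, compound addition with 180 s read, EC80 dopamine addition with a further 180 s read.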
# D2 agonist: HTS Assay for Allosteric Agonists of the Human D2 Dopamine Receptor: Primary Screen for Agonists | D(2) dopamine receptor (Homo sapiens), P14416 | HEK293 T-REx D2 cells, calcium flux agonist mode | activation, % at 2 µM | 0.53% of 340,000 active | AID 485358, 2010;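 active means activation over 3 SD above normal in the single-dose calcium agonist read, cut at about 30% in these data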; further: 0% is about no effect
#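 Tetracycline-induced HEK293 T-REx cells with force-coupled D2 receptor, plated overnight at 30 C, loaded with no-wash calcium dye. After a 10 s baseline, compound was pin-added and calcium flux read kinetically for 180 s; calcium rises flagged agonists.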
# USP1 inh: Inhibitors of USP1/UAF1: Primary Screen | Ubiquitin carboxyl-terminal hydrolase 1 (Homo sapiens), O94782 | recombinant USP1/UAF1, Ub-Rhodamine cleavage fluorescence | Potency, µM (titrated, usually from 57.1 µM), inactives show at the highest dose activity change, negative = inhibition, most hits filed as inhibitors | 0.23% of 390,000 active; further: potency means the concentration at half of the fitted maximal effect; on the % scale 0 is the no-effect control and ±100 the full control effect; nearly all actives have a fitted effect of over 60% in size; inactives centre near -12
# Target sequence (O94782 whole entry, looked up): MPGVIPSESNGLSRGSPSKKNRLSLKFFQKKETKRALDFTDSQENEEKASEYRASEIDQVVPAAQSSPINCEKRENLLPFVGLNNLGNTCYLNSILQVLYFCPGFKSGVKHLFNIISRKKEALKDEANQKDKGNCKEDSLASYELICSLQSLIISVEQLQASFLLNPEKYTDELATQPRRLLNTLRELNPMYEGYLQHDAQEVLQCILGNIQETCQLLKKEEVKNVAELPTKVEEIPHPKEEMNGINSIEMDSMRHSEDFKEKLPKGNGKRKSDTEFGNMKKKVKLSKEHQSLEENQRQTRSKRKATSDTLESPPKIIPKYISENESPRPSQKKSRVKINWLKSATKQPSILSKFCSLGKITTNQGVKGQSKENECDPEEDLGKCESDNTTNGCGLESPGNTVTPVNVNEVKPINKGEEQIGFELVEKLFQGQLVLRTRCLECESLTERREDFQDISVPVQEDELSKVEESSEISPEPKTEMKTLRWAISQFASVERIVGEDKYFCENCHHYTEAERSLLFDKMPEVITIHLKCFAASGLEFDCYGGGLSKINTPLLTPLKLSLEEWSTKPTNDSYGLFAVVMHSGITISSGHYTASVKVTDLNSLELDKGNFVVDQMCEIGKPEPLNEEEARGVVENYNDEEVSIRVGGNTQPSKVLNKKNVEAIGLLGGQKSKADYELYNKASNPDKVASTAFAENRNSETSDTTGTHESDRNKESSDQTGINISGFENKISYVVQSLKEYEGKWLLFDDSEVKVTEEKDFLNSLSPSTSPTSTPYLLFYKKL
#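 High-throughput fluorogenic screen: 1nM USP1/UAF1 complex, Ub-Rho substrate 150nM final, 50mM HEPES pH 7.8 with 0.5mM EDTA, 0.1 mg/ml BSA, 1mM TCEP and 0.01% Tween-20.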
# * = called active by the depositor; ? = inconclusive; / = not tested or not shown; [ ] = dose if it differs, or a comment. Unless noted, the call rests on the fitted dose curve; in most records, active means well fitted inhibition curve with a large enough effect; inconclusive means small, poorly fitted or top-dose-only effect; inactive means no such curve, though single readings can be large or run the other way.
# The line under a structure holds: TrxR1 substrate	mIDH1 inhibitor	TrxR1 inh	USP1 inh	D2 agonist	Pin1 inh	D2 antag	TRHR agonist	TRHR PAM
- COc1ccc(NC(=O)c2c(C(F)(F)F)nn(C)c2SCc2ccccc2)cc1
 : -2%	-3%	14%	-18%	-0.8	0%	0	-0.2	2
- CC(C)(C)OC(=O)[C@H](Cc1ccccc1)NC(=O)c1nc[nH]c1C(=O)N1CCN(C(=O)OC(C)(C)C)CC1
 : -2%	3%	6%	-35%	-0.4	0%	-12	-0.8	-7
- CC1CCC(C(O)(C(=O)O)C2CCCCC2)CC1C (centres undefined)
 : 10%[57.1 µM]	-6%	-14%[11.4 µM]	-2%	/	-1%	/	/	/
- Cc1cccc(NC(=O)CN2CCN(C(=O)c3oc4c(Cl)cccc4c3C)CC2)c1C
 : -2%	4%	5%	-27%	-0.1	5%	3	-0.2	7
- Oc1c(N=Nc2ccccn2)ccc2ccccc12
 : -8%	9%	-14%	-27%	1.3	0%	15	2.1	-2
- O=C(NC1CCN(Cc2ccccc2)CC1)C1COc2ccccc2O1 (centres undefined)
 : -6%	7%	-7%	-21%	-1.8	-4%	34*	0.3	-3
- CCOc1ccc(NC(=O)c2cnc3scc(C)n3c2=O)cc1
 : 29%	9%	26%	-30%	0.3	-4%	0	0.5	1
- CCOc1ccc(S(=O)(=O)N(CC)CC)cc1NC(=O)CSCc1c(C)noc1C
 : -9%	-1%	-8%	8%	0.2	-2%	10	-0.3	2
- O=C(c1cnc2sccn2c1=O)N1CCN(c2ccccc2Cl)CC1
 : 1%	0%	15%	-17%	/	0%	/	-0.4	-5
- COc1nc(NC2OC(CO)C(O)C(O)C2O)c(N)c(=O)[nH]1 (centres undefined)
 : -1%	4%	-12%	-20%	/	?	/	/	/
- C=CCSc1nnc(NC(=O)c2ccc(NC(C)=O)cc2)s1
 : 1%[57.1 µM]	9%	17%[57.1 µM]	-12%	-0.2	2%	7	-0.5	-2
- NC(=O)c1nn(-c2ccc(Cl)cc2Cl)c(=O)cc1O
 : 7%[57.1 µM]	29%	23%[57.1 µM]	-5%	1.1	-6%	22	0.0	-2
- COC(=O)[C@H](Cc1ccccc1)NC(=O)NCCc1ccc(F)cc1
 : 4%	4%	3%[57.1 µM]	-10%	0.8	0%	11	0.6	-1
- CC(C)CC(=O)N1CCC(N2CCN(c3ccccc3)CC2)CC1
 : -10%	3%	-12%	-16%	0.3	-7%	-6	-0.1	6
- Cc1cc(=O)nc2c3ccccc3n(CC(=O)NCCC3=CCCCC3)n12
 : 7%	0%	9%	-10%	-0.6	1%	-7	-0.4	-4

# Just mIDH1 inhibitor (7 entries from above):
canonical_smiles	mIDH1 inhibitor
CCOc1ccc(NC(=O)c2cnc3scc(C)n3c2=O)cc1	9%
CC1CCC(C(O)(C(=O)O)C2CCCCC2)CC1C (centres undefined)	-6%
NC(=O)c1nn(-c2ccc(Cl)cc2Cl)c(=O)cc1O	29%
CCOc1ccc(S(=O)(=O)N(CC)CC)cc1NC(=O)CSCc1c(C)noc1C	-1%
COc1nc(NC2OC(CO)C(O)C(O)C2O)c(N)c(=O)[nH]1 (centres undefined)	4%
Cc1cc(=O)nc2c3ccccc3n(CC(=O)NCCC3=CCCCC3)n12	0%
Oc1c(N=Nc2ccccn2)ccc2ccccc12	9%

# More entries.
# The line under a structure holds: TrxR1 substrate	mIDH1 inhibitor	TrxR1 inh	USP1 inh	D2 agonist	Pin1 inh	D2 antag	TRHR agonist	TRHR PAM
- CCOC(=O)CNC(=O)C12CC3CC(CC(C3)C1)C2
 : 5%[57.1 µM]	22%	20%[57.1 µM]	?	-0.3	1%	-13	0.6	0
- O=C(O)COCC(=O)N1CCCN(c2nccc(C(F)(F)F)n2)CC1
 : 1%	20%	21%	-9%	0.5	6%	-1	0.2	-3
- COc1ccc(C2=NN(C(=O)CSc3nnc(C)n3C)C(c3ccco3)C2)cc1 (centres undefined)
 : -5%	5%	-12%	-19%	0.2	5%	-10	-0.1	15
- CN(CC(=O)O)S(=O)(=O)c1cc(Cl)ccc1Cl
 : 9%	3%	6%	11%	-2.8	0%	11	-2.6	-6
- COC(=O)c1ccc(Cn2nc(C)c(Br)c2C)cc1
 : -8%	-2%	3%[57.1 µM]	-10%	0.1	7%	4	-1.7	-5
- CCOc1cccc(NC(=O)C(Cc2cccs2)c2nn[nH]n2)c1 (centres undefined)
 : -6%	0%	-6%	-3%	-0.2	1%	-4	0.0	1
- Cc1ccc(-c2onc3ccc(Cl)cc23)cc1
 : -9%	6%	-12%	-7%	0.0	0%	7	-0.2	1
- COc1ccccc1NC(=O)Nc1cccc(C(=O)O)c1
 : 4%[57.1 µM]	5%	16%[57.1 µM]	-19%	-0.3	0%	-6	-1.5	8
- COc1ccc(-n2nc3c(c2NC(=O)C2CCCC2)CS(=O)C3)cc1 (centres undefined)
 : -1%	-2%	19%	?	1.0	-1%	-3	0.9	-3
- O=C1/C(=C/c2cccnc2)SC(=S)N1c1ccccc1
 : 2%	-5%	20%	-22%	0.3	-4%	-13	0.8	8
- O=C(Nc1cccc(F)c1)Nc1cccc(Cl)c1
 : -3%	0%	13%	-6%	-1.6	0%	12	1.5	-12
- O=C(CCc1nnc2ccc(N3CCCC3)nn12)Nc1ccc(F)cc1F
 : -1%	5%	21%	-14%	-1.5	6%	-11	-0.5	5
- CCOC(=O)c1c(C)[nH]c(C)c1S(=O)(=O)N1CCC(C(=O)N2CCN(c3ccc(F)cc3)CC2)CC1
 : -3%[57.1 µM]	32%	15%[57.1 µM]	-30%	0.4	?	/	-0.4	-1
- COc1ccc(-c2cc(C(=O)N(C)Cc3ccccc3)no2)cc1OC
 : 1%	4%	-27%	-8%	-0.7	-2%	10	0.0	-2
- COc1ccc(CNC(=O)Cc2c(C)c3cc4c(C)coc4cc3oc2=O)cc1OC
 : -8%	-19%	-13%	-4%	-0.4	7%	/	-0.5	0
- CC(C)(C)C(=O)NC(=S)Nc1ccccc1C(N)=O
 : 12%	-4%	-6%	-12%	0.4	5%	-12	0.5	4
- C#CCN1C(=O)S/C(=C\c2cc3c(cc2OC)OCO3)C1=O
 : 5%[57.1 µM]	20%	1%[57.1 µM]	-15%	0.7	14%	-1	0.9	0
- COc1ccc2c(c1)c1c(c(=O)n(-c3ccccc3C)c(=O)n1C)n2C
 : 87%[activator]	-15%	70%[activator]	-21%	0.8	3%	/	0.2	2
- CC(=O)Nc1ccccc1OCc1cc(=O)n2c3c(sc2n1)CCCC3
 : 1%	4%	0%	-14%	-1.0	2%	/	-2.1	2
- COc1ccc(NC(=O)c2cnc(NS(=O)(=O)c3ccccc3)nc2)cc1
 : 3%[57.1 µM]	-5%	5%[57.1 µM]	-16%	-3.1	-2%	3	-0.2	14
- O=C(Cc1cccs1)NCc1ccc(Cl)cc1Cl
 : -14%	-9%	-21%	2%	-1.3	3%	-3	-0.6	-4
- C/C(=N/NS(=O)(=O)c1cccc([N+](=O)[O-])c1)c1ccncc1
 : -6%	-8%	-9%	-18%	1.0	-12%	8	0.2	-6
- COc1ccc(NS(=O)(=O)c2ccc(N3CCCC3)c(NC(=S)Nc3cccc(S(=O)(=O)N(C)C)c3)c2)cc1
 : /	/	/	/	0.3	/	20	-0.4	1
- Cc1ccc(S(=O)(=O)NC2c3cccc4cccc(c34)C2Sc2nncn2C)cc1 (centres undefined)
 : 5%	8%	17%	-25%	2.5	-2%	17	-0.2	-4

# With a hit mark in D2 antag (from the list above):
molecule,TrxR1 substrate,mIDH1 inhibitor,TrxR1 inh,USP1 inh,Pin1 inh,D2 antag,TRHR agonist,TRHR PAM
O=C(NC1CCN(Cc2ccccc2)CC1)C1COc2ccccc2O1 (centres undefined),-6%,7%,-7%,-21%,-4%,34*,0.3,-3

# These rows are one share of the data. The share of hits here may be higher or lower than overall.
